GLS inhibitor: inhibitors of human glutaminase (GLS); Potency, µM (highest dose often 45.5 µM), without a hit: at the top dose activity change, negative = inhibition, hits mostly inhibitors; hit rate 0.21% among 410,000; GLS enzymatic activity, qHTS titration; O94925; further: potency means the concentration at half of the fitted maximal effect; on the % scale 0 is the no-effect control and ±100 the full control effect
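hKGA in 45 mM KH2PO4 (pH 8.2), 0.02% Tween-20 with compound, then 1mM L-Glutamine (stock as added) plus glutamate oxidase/HRP/Amplex red coupling mix. Fluorescence read initially and after 30 min at RT; signal change reflects glutamate formation.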
JMJD2A Tudor: inhibitors of human JMJD2A Tudor domain; AlphaScreen JMJD2A-Tudor / H3K4me3 peptide binding; Potency, µM (highest dose often 114 µM), inactives show at the top dose activity change, negative = inhibition, hits mostly inhibitors; AID 504339; hit rate 4.4% among 390,000; further: potency means the concentration at half of the fitted maximal effect; on the % scale 0 is the no-effect control and ±100 the full control effect; nearly all actives have a fitted effect of over 50% in size
Pol eta inh: DNA polymerase eta (human) inhibition; recombinant Pol eta, fluorescent DNA replication assay; Potency, µM (doses to about 114 µM), for inactives: top-dose activity change, negative = inhibition, actives largely listed as inhibitors; hit rate 1.2% among 390,000; further: potency means the concentration at half of the fitted maximal effect; on the % scale 0 is the no-effect control and ±100 the full control effect
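Pol eta (10 nM) was preincubated with compounds for 15 min at room temperature, after which fluorescent replication substrate (50 nM final) was added to start the reaction. Fluorescence was read kinetically at 0 and 10 min.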
PI4K2A inh: blocks human PI4K2A kinase activity; AID 1346378; hit rate 0.13% among 420,000; Q9BTU6; activity change, negative = inhibition, % at 76.9 µM; purified PI4K2A, ADP-Glo luminescence, 1 h; active compounds read low; in the data active means activity change below about -50%; inconclusive means mostly about -30% to -49%;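 further: -100% = wells without enzyme as full effect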
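Compounds are screened against recombinant PI4K2A using PI as substrate and ATP, the latter dispensed at 300 microM. Reactions run one hour at ambient temperature before ADP-Glo detection; full inhibition defined by wells lacking enzyme.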
PGK inhibitor: inhibitors of T. brucei phosphoglycerate kinase; P07378; PGK/GAPDH coupled, Kinase-Glo luminescence, 60 min; Potency, µM (series often up to 57.5 µM), for inactives: top-dose activity change, negative = inhibition, most hits filed as inhibitors; hit rate 0.043% among 380,000; AID 602233; further: potency means the concentration at half of the fitted maximal effect; on the % scale 0 is the no-effect control and ±100 the full control effect; nearly all actives have a fitted effect of over 60% in size
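Recombinant glycosomal PGK reaction used 1,3-bisphosphoglycerate generated in-well by GAPDH (100nM final) in 100mM TEA pH 7.6, 5mM MgCl2, 0.01% Tween-20. After 60 minutes at room temperature, ATP was read by Kinase-Glo Plus luminescence end-point.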
BAZ2B inh: blocks human BAZ2B | Q9UIF8 | AlphaScreen BAZ2B-H3K14Ac peptide displacement | Potency, µM (highest dose often 114 µM), inactives show top-dose activity change, negative = inhibition, most hits filed as inhibitors | hit rate 4.4% among 360,000 | AID 504333; further: potency means the concentration at half of the fitted maximal effect; on the % scale 0 is the no-effect control and ±100 the full control effect; nearly all actives have a fitted effect of over 60% in size
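Protein-peptide AlphaScreen: BAZ2B 50 nM, b-H3K14Ac 50 nM, 1x PBS pH 7.4 + 0.01% Tween-20. Preincubation 30 min RT; cpd 30 min RT (top 110 uM); beads 20 min RT, light-protected.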
G9a inh: G9a (human) methyltransferase inhibition; Q96KQ7; G9a H3K9 monomethylation, AlphaScreen, 2 h; Potency, µM (highest dose often 102 µM), without a hit: top-dose activity, negative = inhibition, hits mostly inhibitors; hit rate 8.8% among 350,000; AID 504332; further: potency means the concentration at half of the fitted maximal effect; on the % scale 0 is the no-effect control and ±100 the full control effect; nearly all actives have a fitted effect of over 75% in size
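Enzyme 20 nM + cpd, 15 min RT; add b-H3K9 pep 500 nM / SAM 20 uM; 2 h RT; anti-H3K9me1 Ab 0.5 ug/mL + SA donor / anti-rabbit acceptor beads 20 ug/mL each, 10 min; AlphaScreen read.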
Pin1 inh: blocks the human prolyl isomerase Pin1; Potency, µM (titrated, usually from 115 µM), for inactives: top-dose activity, negative = inhibition, hits mostly inhibitors; Q13526; hit rate 0.009% among 390,000; AID 504891; Pin1 FP peptide displacement, HiFluor488, 10 min; active means well fitted inhibition curve with a large enough effect in the polarisation, with a control signal flat, not every such curve was filed as active; inconclusive means small, poorly fitted or top-dose-only effect, or effect the other way, or a change in a side signal; inactive means no such curve, though single readings can be large or run the other way; the % refers to the polarisation; further: potency means the concentration at half of the fitted maximal effect; on the % scale 0 is the no-effect control and ±100 the full control effect
HP1b chromo inh: blocks HP1-beta chromodomain binding to methylated histone tails; P83916; AID 540317; hit rate 0.56% among 390,000; AlphaScreen HP1-beta / biotin-H3K9me3 peptide binding; Potency, µM (highest dose often 114 µM), for the others: top-dose activity change, negative = inhibition, actives largely listed as inhibitors; further: potency means the concentration at half of the fitted maximal effect; nearly all actives have a fitted effect of over 70% in size; inactives centre near 23
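Compound inhibition of the preformed complex between 50 nM HP1-beta and 50 nM biotinylated H3K9me3 peptide was read by AlphaScreen. Buffer was PBS pH 7.4 with 0.01% Tween-20. Incubations ran 30 min at room temperature, with 10 ug/mL donor/acceptor beads.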
An asterisk follows results filed as active; i = inactive; ? = inconclusive; . = no result given; [ ] = another dose, or the depositor's remark. Unless noted, the call rests on the fitted dose curve; in most records, active means well fitted curve in the direction sought with a large enough effect; inconclusive means small, poorly fitted or top-dose-only effect, or another doubt; inactive means no such curve, though single readings can be large; an effect the other way counts as inactive or inconclusive.

Fields: GLS inhibitor | Pin1 inh | HP1b chromo inh | JMJD2A Tudor | PGK inhibitor | PI4K2A inh | BAZ2B inh | Pol eta inh | G9a inh
1. O=C1CC(c2ccccc2)N1c1ccccc1 (stereo not given)
    7% | -2% | 23% | 7% | 12% | 14 | 8% | -2% | 29%
2. CCOC(=O)C1=C(C)NC(=O)NC1c1cn(-c2ccccc2)nc1-c1ccc(OCC)cc1 (stereo not given)
    4% | 45%[activator] | 21% | -25% | i | 3 | -23% | -24% | -42%[59 µM]
3. O=C(COC(=O)c1cccc(S(=O)(=O)N2CCc3ccccc32)c1)NCc1ccco1
    -2% | 18% | -6% | -6% | i | -2 | -17% | -19% | 1%
4. O=C1CCSC2(C(=O)N(Cc3ccc(F)cc3)c3ccccc32)N1c1ccc(F)c(F)c1 (stereo not given)
    -4% | -16% | -4% | -33% | i | -7 | -5%[57.1 µM] | -9% | ?
5. CC1CCCN(S(=O)(=O)c2cccc3nonc23)C1 (stereo not given)
    -9% | 2% | 36% | -15% | -8% | 4 | -17% | -15% | 18%
6. Cc1[nH]n(-c2ccc(Cl)c(Cl)c2)c(=O)c1CCO
    9% | 8% | -8% | -15% | 3% | -4 | 7% | -3% | .
7. CCOC(=O)C1=NN(C(=O)c2ccccc2)C(O)(c2ccc(C)cc2)C1 (stereo not given)
    0% | 87% | -3% | -34% | -1% | -1 | -23% | -10% | -45%[59 µM]
8. O=C1N2CCSC2=NC1(NS(=O)(=O)c1ccccc1)C(F)(F)F (stereo not given)
    9% | -3% | 51%[activator] | -10% | -1% | -1 | -18% | -12% | 7%[59 µM]
9. O=C(NCC1CCCO1)C(c1ccncc1)N(Cc1cccs1)C(=O)CN1C(=O)c2ccccc2S1(=O)=O (stereo not given)
    1% | 3% | 6% | -11% | -8% | 1 | 2% | -6% | 8%
10. Cc1cc(C(=O)N2CCC(Cc3ccccc3)CC2)c(C)o1
    0% | 0% | 4% | -27% | -6% | 3 | ? | -26% | .
11. Clc1ncc(CN2CCN(c3ccccc3)CC2)s1
    3% | -11% | 24% | -10% | i | 17 | -39% | -6% | -1%
12. Cc1onc(-c2ccccc2Cl)c1C(=O)N(Cc1ccccc1)C(C)C
    6% | 0% | 41%[activator] | -7% | -9% | -2 | 4% | -25% | 3%
13. O=C(O)CCNS(=O)(=O)c1ccc(Oc2ccccc2)cc1
    4% | 0% | 26% | 1% | i | 7 | -2% | -6% | -25%[12.7 µM]
14. O=C(NCc1ccncc1)Nc1cc(Cl)ccc1Cl
    -1% | -7% | 36%[activator] | 8% | -6% | -3 | 3% | -6% | -6%
15. Cc1ccc(NC(=O)N(Cc2cc3cc(C)cc(C)c3[nH]c2=O)CC2COCCO2)cc1 (stereo not given)
    1% | 2% | 8% | -24% | 4% | 2 | 12% | 0% | -12%[59 µM]
16. Cc1cc(C)n(CCOC(=O)c2sc3ccccc3c2Cl)n1
    -1% | 1% | 34% | 1% | -3% | 3 | 8% | -5% | -35%
17. Cn1nnc2cc(C(=O)NC3CC3)ccc21
    0% | -12% | 7% | -11% | -3% | 5 | 12% | -13% | ?
18. O=C(c1cccnc1Cl)N1CCOCC1
    8% | -7% | -16% | ? | -3% | 3 | . | -17% | -5%
19. CCN1C(=NCCOC)N[C@@H](c2ccccc2)[C@H](C(=O)OC)[C@H]1C
    -3% | -8% | 16% | -17% | -1% | -3 | 50µM* | 0% | -11%[12.7 µM]
20. Cn1c(C(=O)NCCCN2CCCCCC2)cc2c(=O)n(C)c3ccccc3c21
    -15% | ? | 18% | -27% | -9% | -1 | -2% | -7% | ?
21. CCn1c(=O)c2ccccc2n2c(SCC(=O)N3CCc4ccccc4C3)nnc12
    11% | 1% | 8% | -16% | -4% | -11 | 0% | 2% | ?
22. Cc1c(C(=O)Nc2ccc3c(c2)OCCO3)cnn1C
    -9% | 4% | 29% | -9% | -1% | -2 | 5% | -22% | 16%[59 µM]
23. Cc1nn(-c2ccccc2)c(C)c1/C=C/C(=O)OCC(=O)Nc1ncc(Cl)cc1Cl
    -4% | ? | -11% | ? | -11% | 0 | -42% | ? | ?
24. CN(C(=O)COC(=O)c1ccc2c(c1)OCO2)C1CCCCC1
    0% | 3% | 34%[57 µM] | -8% | i | -1 | . | -16% | .
25. Cc1ccc([C@H]2C[C@@H](O)[C@H](n3cc(COC(=O)c4ccccc4)nn3)CN2Cc2cccs2)cc1
    1% | . | . | . | -2% | 6 | . | -9% | .
26. NC(=O)c1ccsc1NC(=O)COC(=O)CSc1ccc(Cl)cc1
    4% | 1% | -2% | -24%[57.1 µM] | 4% | 8 | -6% | -19% | .
27. CC(C)(C)NC(=O)CSc1nc2scc(-c3ccccc3)c2c(=O)[nH]1
    16% | 36%[activator] | 22% | -6% | i | -3 | 1% | ? | 7%[59 µM]
28. C=C1C2(C(=O)Nc3ccc(SC(F)F)cc3)CCC(C2)C1(C)C (stereo not given)
    -2% | 6% | 24% | -1% | i | -7 | 3% | -7% | 28%[59 µM]
29. CN(C(=O)Nc1ccc(Cl)cc1)c1c2c(nn1C)CCCC2
    0% | ? | 29% | 30% | -4% | 4 | 2% | -12% | 10%[59 µM]
30. COc1ccc(C2SCC(C(=O)O)N2C(C)=O)cc1 (stereo not given)
    0% | 5% | 26% | -17% | 5% | 2 | -24% | -13% | 0%[59 µM]

An excerpt from above in order of count of non-hydrogen atoms, high to low:
Fields: GLS inhibitor | Pin1 inh | HP1b chromo inh | JMJD2A Tudor | PGK inhibitor | PI4K2A inh | BAZ2B inh | Pol eta inh | G9a inh
2. CCOC(=O)C1=C(C)NC(=O)NC1c1cn(-c2ccccc2)nc1-c1ccc(OCC)cc1 (stereo not given)
    4% | 45%[activator] | 21% | -25% | i | 3 | -23% | -24% | -42%[59 µM]
4. O=C1CCSC2(C(=O)N(Cc3ccc(F)cc3)c3ccccc32)N1c1ccc(F)c(F)c1 (stereo not given)
    -4% | -16% | -4% | -33% | i | -7 | -5%[57.1 µM] | -9% | ?
21. CCn1c(=O)c2ccccc2n2c(SCC(=O)N3CCc4ccccc4C3)nnc12
    11% | 1% | 8% | -16% | -4% | -11 | 0% | 2% | ?
20. Cn1c(C(=O)NCCCN2CCCCCC2)cc2c(=O)n(C)c3ccccc3c21
    -15% | ? | 18% | -27% | -9% | -1 | -2% | -7% | ?
12. Cc1onc(-c2ccccc2Cl)c1C(=O)N(Cc1ccccc1)C(C)C
    6% | 0% | 41%[activator] | -7% | -9% | -2 | 4% | -25% | 3%
27. CC(C)(C)NC(=O)CSc1nc2scc(-c3ccccc3)c2c(=O)[nH]1
    16% | 36%[activator] | 22% | -6% | i | -3 | 1% | ? | 7%[59 µM]
8. O=C1N2CCSC2=NC1(NS(=O)(=O)c1ccccc1)C(F)(F)F (stereo not given)
    9% | -3% | 51%[activator] | -10% | -1% | -1 | -18% | -12% | 7%[59 µM]
13. O=C(O)CCNS(=O)(=O)c1ccc(Oc2ccccc2)cc1
    4% | 0% | 26% | 1% | i | 7 | -2% | -6% | -25%[12.7 µM]
22. Cc1c(C(=O)Nc2ccc3c(c2)OCCO3)cnn1C
    -9% | 4% | 29% | -9% | -1% | -2 | 5% | -22% | 16%[59 µM]
5. CC1CCCN(S(=O)(=O)c2cccc3nonc23)C1 (stereo not given)
    -9% | 2% | 36% | -15% | -8% | 4 | -17% | -15% | 18%
6. Cc1[nH]n(-c2ccc(Cl)c(Cl)c2)c(=O)c1CCO
    9% | 8% | -8% | -15% | 3% | -4 | 7% | -3% | .
18. O=C(c1cccnc1Cl)N1CCOCC1
    8% | -7% | -16% | ? | -3% | 3 | . | -17% | -5%

The list continues.
Fields: GLS inhibitor | Pin1 inh | HP1b chromo inh | JMJD2A Tudor | PGK inhibitor | PI4K2A inh | BAZ2B inh | Pol eta inh | G9a inh
31. O=C(Cc1ccc(Br)cc1)N1CCOCC1
    3% | -2% | 23% | -9% | -8% | -3 | -8% | -17% | 79µM*
32. O=C(Cn1nc(C(F)(F)F)c2c1CCC2)NCc1ccc(F)cc1
    -4% | -1% | 33% | -3% | -6% | 1 | 7% | -9% | 1%[59 µM]
33. O=C(CCC(=O)N(CC(=O)NC1CCCCC1)c1ccccc1F)Nc1nccs1
    16% | -1% | 38% | -12% | -6% | -5 | 2% | -10% | 16%
34. Cc1cc([N+](=O)[O-])nn1CCCC(=O)Nc1ccc2c(c1)OCO2
    7% | 0% | 6% | -26% | i | -6 | ? | -6% | -39%
35. COc1cc(C(=O)NCC(=O)N/N=C/c2ccc(OC(=O)c3ccco3)cc2)cc(OC)c1OC
    -9% | 3% | 37%[activator] | -12%[57.1 µM] | i | 2 | -28% | -19% | -2%
36. O=C(Cn1c(=O)c2cccn2c2cccnc21)N1CCN(c2ccc(Cl)cc2)CC1
    17% | 37%[activator] | -4% | ? | 0% | -11 | ? | ? | ?
37. Fc1ccc(Nc2ccnc(C(F)(F)F)c2)cc1
    -2% | 1% | 32% | -13% | -10% | 0 | 1% | 3% | 2%
38. CC(Cc1cccs1)NC(=S)Nc1ccc(Cl)c(Cl)c1 (stereo not given)
    -5% | ? | 70%[activator] | 16% | 1% | 4 | 6% | -16% | 33%[59 µM]
39. Cc1noc(C)c1S(=O)(=O)Nc1ccc(C(=O)Nc2ccc(Br)cc2)cc1
    2% | -11% | -8% | -25% | -2% | 4 | . | -5% | -21%[59 µM]
40. Cc1cc(C)c(S(=O)(=O)N2CCC(C(=O)NCc3ccc(Cl)cc3Cl)CC2)c(C)c1
    -5% | 2% | 11% | -9% | -3% | -5 | 6% | -3% | -1%
41. O=C(NCc1n[nH]c(=S)n1-c1ccc(Cl)c(Cl)c1)c1cccs1
    -3% | 9% | 19% | -14% | i | 3 | ? | -20% | ?

An excerpt, so the mix of outcomes need not match the whole.
